BH1578 lux ind: inducers of Vibrio cholerae quorum light production without autoinducers, primary screen, BH1578 luxS cqsA deficient, single point; V. cholerae BH1578 lux reporter, luminescence, 6 h; activation, % at 18.7 µM; 350,000 compounds, 0.16% hits; in the data active = activation mostly above about 9.7%, no sharp cut-off; note: not every result past the cut was called active; inactives centre near 0; reference of the scale not given here
SARS 3CLpro inh: SARS-CoV 3CLpro protease inhibitors, primary screen, biochemical, quenched FRET; recombinant SARS-CoV 3CLpro, quenched FRET peptide cleavage; inhibition, % at 6 µM; 290,000 compounds, 0.14% hits; AID 1706, 2009; in the data active = inhibition above about 12%
TcdB inh: TcdB glycohydrolase inhibitors, primary screen, biochemical, single point, plate reader; TcdB glycohydrolase enzymatic assay; inhibition, % at 9.99 µM; 350,000 compounds, 0.24% hits; in the data active = inhibition above about 10%
PfHsp40 yeast: rescue of yeast from PfHsp40 toxicity, primary screen, S. cerevisiae, ATP luminescence; S. cerevisiae expressing PfHsp40, growth rescue; 340,000 compounds, 0.68% hits; growth rescue, % at 12.5 µM; in the data active = growth rescue above about 28%, passing the limit was not always enough;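 note: yeast W303a lacking pdr1 and pdr3 grown in galactose medium; growth measured after three days at 30 °C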
SSB-PriA inh: inhibitors of Klebsiella pneumoniae PriA binding to SSB C-terminal tail, primary screen, biochemical, AlphaScreen. 430,000 compounds, 0.6% hits. inhibition, % at 33 µM. AlphaScreen SSBct-PriA binding, biotinylated peptide; in the data active = inhibition mostly above about 37%, no sharp cut-off; inactive = mostly below about 20%;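 note: plate controls were negative control peptide for no effect and reference peptide for full effect; strong numbers were not always called active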
Anthrax LF inh2: Bacillus anthracis LF protease inhibitors, primary screen, biochemical, multiplex microsphere, MLPCN library. 360,000 compounds, 0.12% hits. inhibition, % at 10 µM. multiplex microsphere protease cleavage assay. Lethal factor (Bacillus anthracis), P15917; in the data active = inhibition above about 30%; note: plate controls were buffer without enzyme for full effect and enzyme alone for no effect
Target sequence (P15917 whole entry, looked up): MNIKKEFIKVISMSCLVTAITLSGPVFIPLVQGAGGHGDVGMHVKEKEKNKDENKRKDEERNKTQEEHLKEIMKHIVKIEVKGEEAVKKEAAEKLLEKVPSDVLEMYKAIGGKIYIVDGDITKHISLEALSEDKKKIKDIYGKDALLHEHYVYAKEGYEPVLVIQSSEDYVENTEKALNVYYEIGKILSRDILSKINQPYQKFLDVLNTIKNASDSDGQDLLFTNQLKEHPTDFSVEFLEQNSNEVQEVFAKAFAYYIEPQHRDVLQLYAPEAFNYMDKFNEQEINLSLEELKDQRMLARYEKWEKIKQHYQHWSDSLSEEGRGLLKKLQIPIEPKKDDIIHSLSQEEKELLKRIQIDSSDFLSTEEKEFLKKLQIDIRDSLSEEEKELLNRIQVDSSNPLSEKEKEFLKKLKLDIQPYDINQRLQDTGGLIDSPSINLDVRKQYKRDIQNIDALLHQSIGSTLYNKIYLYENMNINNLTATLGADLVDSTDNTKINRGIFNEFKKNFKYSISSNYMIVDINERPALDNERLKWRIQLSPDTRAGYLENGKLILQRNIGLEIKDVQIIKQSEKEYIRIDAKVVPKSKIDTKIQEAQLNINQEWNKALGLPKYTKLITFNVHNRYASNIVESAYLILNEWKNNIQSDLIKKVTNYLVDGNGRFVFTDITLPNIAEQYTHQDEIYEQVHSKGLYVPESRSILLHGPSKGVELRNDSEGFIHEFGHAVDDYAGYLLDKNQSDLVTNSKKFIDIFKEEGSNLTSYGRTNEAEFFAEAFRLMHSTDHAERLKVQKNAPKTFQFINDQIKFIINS
MazEF act: activators of E. coli MazEF toxin-antitoxin RNase, primary screen, biochemical, fluorescence, uHTS; Endoribonuclease toxin MazF (Escherichia coli (strain K12)), P0AE70; FAM/BHQ RNA-DNA oligo cleavage fluorescence, 5 h; activation, % at 20 µM; 350,000 compounds, 0.32% hits; in the data active = activation above about 50%
Target sequence (P0AE70 whole entry, looked up): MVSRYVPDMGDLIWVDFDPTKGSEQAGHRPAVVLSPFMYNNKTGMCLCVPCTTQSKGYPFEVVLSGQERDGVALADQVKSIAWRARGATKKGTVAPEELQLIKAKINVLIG
Rv3671c protease: Rv3671c serine protease inhibitors, primary screen, biochemical, fluorescence polarization, M. tuberculosis H37Rv | 320,000 compounds, 0.048% hits | P9WHR9 | inhibition, % at 5.96 µM; in the data active = inhibition above about 38%;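 note: extracellular domain of Rv3671c used as enzyme; 0% = enzyme with DMSO and 100% = no enzyme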
Yp Topo-I inh: Yersinia pestis topoisomerase I inhibitors, primary screen, biochemical, cleavage product accumulation, plate reader, single point. Y. pestis Topo-I cleavage product accumulation. AID 504884, 2011. activity, % at 10 µM. 360,000 compounds, 0.064% hits; in the data active = activity above about 50%, passing the limit was not always enough; note: inactives centre near 2
VHR inh abs: VHR1 phosphatase inhibitors, primary screen, biochemical, absorbance, uHTS; Dual specificity protein phosphatase 3 (Homo sapiens), P51452; recombinant VHR phosphatase, pNPP absorbance; inhibition, % at 13.3 µM; 290,000 compounds, 0.52% hits; AID 1654, 2009; in the data active = inhibition above about 50%; note: some compounds called inactive have numbers as strong as hits
Target sequence (P51452 whole entry, looked up): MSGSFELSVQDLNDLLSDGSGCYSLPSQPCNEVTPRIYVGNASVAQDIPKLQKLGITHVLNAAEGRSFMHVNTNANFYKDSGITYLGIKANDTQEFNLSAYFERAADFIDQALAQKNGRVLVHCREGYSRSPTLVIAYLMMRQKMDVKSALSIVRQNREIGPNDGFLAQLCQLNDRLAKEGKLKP
* marks the source's active call; other numbers are inactive results; i = inactive; . = not tested or not shown.

SMILES	BH1578 lux ind	SARS 3CLpro inh	TcdB inh	PfHsp40 yeast	SSB-PriA inh	Anthrax LF inh2	MazEF act	Rv3671c protease	Yp Topo-I inh	VHR inh abs
Cc1oc(C(C)(C)C)cc1C(=O)N1CCN(c2ncccc2C(F)(F)F)CC1	i	7	1.7	-0.5	-4	-15	-7	-10	9	4
COc1ccc2nc(SC(C)C(=O)NC3(C#N)CCCCC3)[nH]c2c1 (stereo unspecified)	-0.2	.	0.2	0.2	-6	4	6	13	0	.
COCCNC(=O)C1(C)CCCN(Cc2cc(C)ccc2C)C1 (stereo unspecified)	i	.	0.4	.	.	-10	.	.	-4	.
Cc1cccc(NC(=O)c2cccc(N3C(=O)CCC3=O)c2)c1	0.5	-2	-0.7	1.2	16	-6	1	-1	3	8
O=C1C2CCCCN2C(=O)N1CCCCN1CCN(c2ccccc2Oc2ccccc2)CC1 (stereo unspecified)	i	-7	1.2	0.7	10	-9	-25	-6	32	13
COc1cc(/C=C2\SC(=Nc3cccnc3)NC2=O)cc(OC)c1OC	-0.6	4	0.6	.	-7	-4	-43	-14	-6	29
Cn1cc(CN2CCC(n3nccc3NC(=O)Cc3ccccc3)CC2)cn1	-7.7	-3	1.0	-0.8	1	0	3	-4	-7	42
c1cncc(-c2nn[nH]n2)c1	-1.8	4	.	-1.0	-6	-6	0	1	3	1
COc1cccc(/C(O)=C2/C(=O)C(=O)N(CCN(C)C)C2c2ccccn2)c1 (stereo unspecified)	i	1	.	-0.4	.	2	-1	1	2	13
COc1cc(OC)cc(C(=O)NNC(=O)Cc2cccs2)c1	-1.0	.	2.0	0.9	-2	3	9	2	-3	.

Entries of single compounds as entered above. Screens in order: BH1578 lux ind	SARS 3CLpro inh	TcdB inh	PfHsp40 yeast	SSB-PriA inh	Anthrax LF inh2	MazEF act	Rv3671c protease	Yp Topo-I inh	VHR inh abs
Entry for `Cn1cc(CN2CCC(n3nccc3NC(=O)Cc3ccccc3)CC2)cn1` : -7.7	-3	1.0	-0.8	1	0	3	-4	-7	42
Entry for `COc1cc(/C=C2\SC(=Nc3cccnc3)NC2=O)cc(OC)c1OC` : -0.6	4	0.6	.	-7	-4	-43	-14	-6	29

As entered above.
Reading of `COCCNC(=O)C1(C)CCCN(Cc2cc(C)ccc2C)C1` (stereo unspecified) under Yp Topo-I inh: -4
Reading of `COc1cccc(/C(O)=C2/C(=O)C(=O)N(CCN(C)C)C2c2ccccn2)c1` (stereo unspecified) under VHR inh abs: 13
Reading of `COc1cc(/C=C2\SC(=Nc3cccnc3)NC2=O)cc(OC)c1OC` under TcdB inh: 0.6
Reading of `COc1cc(OC)cc(C(=O)NNC(=O)Cc2cccs2)c1` under SSB-PriA inh: -2
Reading of `Cc1cccc(NC(=O)c2cccc(N3C(=O)CCC3=O)c2)c1` under PfHsp40 yeast: 1.2

The listing continues.
SMILES	BH1578 lux ind	SARS 3CLpro inh	TcdB inh	PfHsp40 yeast	SSB-PriA inh	Anthrax LF inh2	MazEF act	Rv3671c protease	Yp Topo-I inh	VHR inh abs
COC(=O)[C@H](Cc1ccc(O)cc1)NC(=O)Cn1ccc(NC(=O)OCc2ccccc2)nc1=O	-0.2	.	1.0	-0.7	7	-6	14	1	4	.
CC(=O)c1ccc(Sc2ccccc2N)c([N+](=O)[O-])c1	i	4	1.7	2.2	19	-12	8	4	-3	27
OC(CN1CCc2ccccc2C1)c1ccccc1 (stereo unspecified)	i	-3	6.2	-1.4	-8	-5	9	5	1	14
CSC[C@H]1CN(c2ccccc2)C(=O)[C@@H]1CC(=O)Nc1ccc(Br)cc1	-0.4	.	1.7	.	.	-2	5	.	6	.
O=C(c1cn(-c2ccccc2)nc1-c1cccnc1)N1CCCC(C(F)(F)F)C1 (stereo unspecified)	-0.7	.	1.5	0.4	-2	-6	3	2	1	.
CCOC(=O)Cc1csc(NC(=O)CCCCCN2C(=O)c3ccccc3C2=O)n1	i	2	-1.9	0.0	-5	-3	-4	-14	19	11
O=C(O)COCC(=O)N1CCCN(c2ccc(C(F)(F)F)cn2)CC1	-1.5	-3	1.5	-0.9	-2	-6	4	.	-7	-2
COCCn1c(=O)[nH]c2cc(C(=O)NC(C)C)ccc2c1=O	i	0	.	0.0	-20	-2	4	-12	-11	8
COc1ccccc1C1CCN(Cc2ccc3ccccc3c2)CC1	-0.6	-4	0.0	-0.7	-9	10	-35	-7	5	22
CCN1C(=O)[C@H]2[C@@H](c3ccc(-c4ccc(OC)cc4)c(OC)c3)N[C@@](C)(C(=O)OC)[C@H]2C1=O	5.0	.	0.5	7.5	0	1	3	9	25	.

Some entries already given, showing only TcdB inh and Anthrax LF inh2.
SMILES | TcdB inh | Anthrax LF inh2
Cc1cccc(NC(=O)c2cccc(N3C(=O)CCC3=O)c2)c1 | -0.7 | -6
O=C1C2CCCCN2C(=O)N1CCCCN1CCN(c2ccccc2Oc2ccccc2)CC1 (stereo unspecified) | 1.2 | -9

The results go on:
SMILES	BH1578 lux ind	SARS 3CLpro inh	TcdB inh	PfHsp40 yeast	SSB-PriA inh	Anthrax LF inh2	MazEF act	Rv3671c protease	Yp Topo-I inh	VHR inh abs
COC(=O)c1cc([N+](=O)[O-])c(-n2ccnc2)c([N+](=O)[O-])c1	-0.3	-7	0.5	-1.3	-11	0	7	6	-2	-7
O=C(Nc1ccc(Cl)cc1Cl)c1ccc2ncsc2c1	-0.6	0	-0.5	-0.8	-10	-11	19	-7	2	7
COc1ccncc1-c1csc(C(O)c2ccccc2)n1 (stereo unspecified)	-1.2	.	1.6	.	.	4	.	.	-7	.
CCOc1ccc(CNCc2ccccc2Cl)cc1	i	3	1.2	-0.7	0	-3	-3	3	5	19
CCCCCNC(=O)c1ccc2c(=O)n(CCCOCC)c(=S)[nH]c2c1	-0.4	0	0.4	0.7	2	-5	5	4	7	25
COc1ccccc1-c1sc2ccccc2c1-c1ccc(C(C)=O)cc1	i	2	.	0.8	-16	-1	-21	-13	8	36
COc1cc(C2/C(=C(\O)c3ccc4c(c3)CC(C)O4)C(=O)C(=O)N2c2nnc(C)s2)cc(OC)c1OC (stereo unspecified)	-7.3	0	1.7	1.5	.	0	10	-7	1	7
CC(=O)c1cccc(CN2CCC(n3nccc3NC(=O)CCOc3ccccc3)CC2)c1	.	5	-0.7	0.3	-5	2	4	-2	7	19
O=S(=O)(NC1CCCCC1)c1ccc(N2CCOCC2)nc1	i	1	-0.4	-0.3	-10	-3	0	6	-10	-11
CN1CCN(S(=O)(=O)c2cccc(S(=O)(=O)c3ccc(Cl)cc3)c2)CC1	i	2	.	-2.0	-2	-1	-4	2	3	11

Structural class, the compounds so far containing an aryl thioether with sulfur outside any ring.
SMILES	BH1578 lux ind	SARS 3CLpro inh	TcdB inh	PfHsp40 yeast	SSB-PriA inh	Anthrax LF inh2	MazEF act	Rv3671c protease	Yp Topo-I inh	VHR inh abs
COc1ccc2nc(SC(C)C(=O)NC3(C#N)CCCCC3)[nH]c2c1 (stereo unspecified)	-0.2	.	0.2	0.2	-6	4	6	13	0	.
CC(=O)c1ccc(Sc2ccccc2N)c([N+](=O)[O-])c1	i	4	1.7	2.2	19	-12	8	4	-3	27

More compounds.
SMILES	BH1578 lux ind	SARS 3CLpro inh	TcdB inh	PfHsp40 yeast	SSB-PriA inh	Anthrax LF inh2	MazEF act	Rv3671c protease	Yp Topo-I inh	VHR inh abs
CCCCCc1ccc(S(=O)(=O)Nc2cc(C)ccn2)cc1	-0.2	6	0.8	1.0	-3	-9	0	1	18	9
O=C(Cn1c(COc2ccccc2)nc2ccccc21)Nc1cccc(Cl)c1	-0.2	1	.	-0.4	-13	1	-12	-10	0	0
Cc1ccccc1Nc1nc(N)nc(COC(=O)/C=C/c2ccco2)n1	.	2	-1.7	3.1	-1	-5	2	0	3	9
CCCCn1c(N)c(N(CCOC)C(=O)COC(=O)CCOc2ccccc2)c(=O)[nH]c1=O	i	.	2.8	0.6	0	-4	3	-5	-2	.
CC(C)Cc1nc(N2CCN(C(=O)c3ccco3)CC2)c(C#N)c2c1CCC2	-7.1	2	.	1.4	5	-6	9	2	20	-11
COc1ccccc1NS(=O)(=O)c1ccc(N/N=C/c2c(C)nn(-c3ccccc3)c2N2CCCC2)c([N+](=O)[O-])c1	-4.1	7	.	-0.8	.	-4	18	1	0	-4
CC1=C(C(=O)Nc2ccccc2)C(c2ccccn2)n2nc(CCCO)nc2N1 (stereo unspecified)	-0.3	.	1.5	-0.3	-4	-15	4	1	-1	5
O=C(Nc1ccc2oc(-c3ccncc3)nc2c1)c1cccs1	.	-9	.	1.5	-11	1	42	-8	4	28
O=C(CCCN1Cc2ccccc2C1)c1ccc(F)cc1	-6.2	-1	1.0	-0.1	-6	-6	-12	-9	8	29
CC(C)c1ccc(-n2c(O)c(/C=N/NC(=O)c3ccccc3O)c(=O)[nH]c2=S)cc1	i	7	0.6	-1.3	.	-3	-8	18	0	21
Cn1c(CNC(=O)C(Cc2ccccc2)NC(=O)c2ccccc2F)cc(=O)n(C)c1=O (stereo unspecified)	-7.0	2	2.5	-0.8	5	0	3	-4	0	14
Clc1ccccc1/C=N/Nc1cc(N2CCOCC2)ncn1	-1.0	0	0.3	-1.2	.	-10	11	.	-9	-7
CN(C(=O)COc1ccc(Oc2ccccc2)cc1)C1CCS(=O)(=O)C1 (stereo unspecified)	-0.3	2	0.3	-1.6	-3	-6	-6	0	3	43
CCCN1C(=O)/C(=N\OCC(=O)Nc2ccc(C(C)C)cc2)c2ccccc21	-0.2	2	-0.7	-1.0	.	0	0	-16	14	0
Cc1ccc(CNC(=O)CCCN2C(=S)NC(C)(C)CC2C)cc1 (stereo unspecified)	i	5	5.2	-1.3	9	-2	4	5	2	19
COc1ccccc1N1CC(C(=O)OCc2nc(N)nc(Nc3ccccc3)n2)CC1=O (stereo unspecified)	i	.	0.6	-0.4	-1	-6	5	-11	3	.
COc1ccc(C(C)C)cc1S(=O)(=O)n1ccnc1C	-0.2	-4	.	-1.2	-11	2	-2	2	-1	-4
COc1cc(/C=C/C(=O)NCCN2CCOCC2)cc(OC)c1OC	-0.2	3	.	-0.4	-4	-2	5	6	-3	-10
O=C(NC(c1ccccc1)c1ccccc1)c1ccccc1	-8.3	.	2.5	0.6	1	2	5	.	5	.
Cc1cc(NC(=S)N(CCN2CCCCC2)Cc2ccco2)ccc1Cl	-0.4	1	0.5	-0.1	2	-6	-1	10	14	10
CC(=O)c1ccc(OCc2cc(C(=O)NCCn3nc(C)cc3C)no2)cc1	i	-14	2.2	1.9	-24	11	-9	-8	0	12
CCCCn1c(N)c(N(CC)C(=O)C2COc3ccccc3O2)c(=O)[nH]c1=O (stereo unspecified)	i	.	2.5	-1.7	-2	.	-7	.	4	.
CSc1ccc(S(=O)(=O)N2CCC(C(=O)NCCCn3ccnc3)CC2)cc1	-0.1	2	1.2	-2.0	8	0	-16	7	-15	10
COC(=O)c1cc(NC(=O)COC(=O)CCc2c[nH]c3ccccc23)cc(C(=O)OC)c1	i	.	-1.0	.	-4	-4	28	.	1	.
O=C(NCc1ccco1)c1cccc(NC(=O)c2ccco2)c1	i	-1	.	-0.6	-14	-4	-25	-7	4	6
COc1ccc(-c2nn(-c3ccccc3)cc2/C=C/C(=O)O)cc1[N+](=O)[O-]	-2.4	2	2.9	0.5	1	-7	-2	4	11	9
CC(C)(C)n1nc2c(c1NC(=O)Cc1ccc(F)cc1)CS(=O)(=O)C2	-0.4	-6	0.5	-1.7	-6	1	7	0	1	13
COc1ccccc1C=NNc1ccc([N+](=O)[O-])cn1	2.9	.	1.1	-1.6	-12	-1	4	.	-5	.

An excerpt; count on the stated rates, not on these rows.
